Assay outcomes from PubChem BioAssay.
Dynein transport: dynein cargo transport inhibition | 3617.4 mouse cells, GR-EGFP nuclear translocation imaging; test concentration mostly 20 µM; stimulated with dexamethasone, 1 µM; active compounds read low | z-score, hits read low | hit rate 0.47% among 220,000;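 active = plate z-score of nuclear minus cytoplasmic receptor signal below a set negative limit, without overly bright fluorescence or cell loss, cut at about -3.5 in these data, passing the limit was not always enough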;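 note: z-score of nuclear minus cytoplasmic ring GR-EGFP intensity difference per well; some compounds called inactive have numbers as strong as hits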
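Buffer or medium: Induction medium lacking tetracycline, stripped serum | Also added: Dexamethasone agonist, 1.0 µM final, for 30 min | Timing: 48 h induction, 1 h compound, 30 min dex at 37 °C | Detection: Formaldehyde fixation, Hoechst nuclear stain, 10x automated fluorescence imaging | Measure: Nuclear versus cytoplasmic GR-EGFP signal, averaged per well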
human PMI inhibition: inhibitors of human PMI, primary screen, biochemical, fluorescence intensity, coupled assay (AID 1209); purified PMI enzyme, coupled fluorescence intensity; higher % means a stronger effect; inhibition, % at 20 µM, or IC50 in µM where a hit was titrated; hit rate 0.42% among 190,000;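 note: plate controls were DMSO vehicle for no effect and wells lacking substrate for full effect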
Autophagy mod: alters autophagy in cells. MEF GFP-LC3 puncta imaging; test concentration mostly 10 µM. calls only at 10 µM (by protocol). hit rate 0.98% among 190,000. AID 463193;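 active = percentage of spot-positive cells more than 3 SD above its plate mean, without a fluorescence outlier flag or 80% toxicity; inconclusive = no clear call, values can overlap the other calls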;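 note: spot-positive cell cutoff set from DMSO-treated cells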
MT stabilizer: microtubule stabilization, imaging screen | HeLa tubulin immunostaining HCS, 24 h; share of cells brighter than vehicle mean+2SD | % tubulin-high responders, % at 10 µM | hit rate 0.83% among 200,000;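 active = plate Z-score above 3 for both tubulin-high and condensed-nucleus cell shares, with cell loss under 80%, at 10 µM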;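 note: anti alpha tubulin signal scored within the nucleus-defined area of each cell; some results filed as inactive read as strong as hits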
human PMI inhibitors: MPI inhibition at elevated mannose 6-phosphate – biochemical, fluorescence intensity, high mannose 6-phosphate, primary screen (AID 1220) | hit rate 0.66% among 190,000 | inhibition, % at 20 µM; hits with a dose series show IC50 in µM | recombinant PMI enzyme, coupled fluorescence intensity; higher % means a stronger effect
WT yeast gro inh: growth inhibition of WT yeast, mitochondrial fusion screen | mitochondrial fusion phenotypic screen, WT strain | inhibition, % at 10 µM | hit rate 2.1% among 190,000; in the data active = inhibition above about 58%; tested in S. cerevisiae
Insulin prom up: MIN6 insulin promoter up-regulation; MIN6 insulin promoter-GFP reporter, high-content imaging; active compounds read high; z-score at 5 µM; hit rate 0.3% among 190,000; AID 1625;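 active = z-score above 3 at 5 µM with at least 500 cells counted in the well; inconclusive = wells under 500 cells, flagged as cytotoxic or low count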
Yfh1-depleted yeast: mitochondrial function rescue without frataxin homolog – Friedreich's ataxia, plus single-dose screen, dose response (AID 1465) | S. cerevisiae Yfh1-off respiration, WST-1 reduction, 72 h; higher fold induction means a stronger effect | fold induction at 50 µM, or EC50 in µM where a hit was titrated | hit rate 0.074% among 220,000;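 active = fold induction of absorbance versus untreated yeast above a set limit, then at least 30% activation at any dose in follow-up; inconclusive = repeats straddling the limit, or above it without dose testing; inactive = fold induction below the set limit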;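 note: activators that raise dye reduction in frataxin-depleted yeast; strong numbers were not always called active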
b-catenin transl: modulators of beta-catenin nuclear translocation. HeLa beta-catenin nuclear translocation, immunofluorescence imaging. nuclear translocation activity, % at 5 µM. hit rate 0.3% among 190,000. AID 1665;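 active = nuclear translocation activity above 50% at 5 µM, with a well cell count of 50 or more; inconclusive = wells under 50 cells across six images, flagged as toxic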;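 note: per-cell ratio of nuclear to cytoplasmic median beta-catenin stain intensity; plate controls were DMSO negative control for no effect and GSK-3 inhibitor IX positive control for full effect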
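Read-out: Nuclear/cytoplasmic beta-catenin signal ratio, % activation | Assay system: Human HeLa cell line | Times: 24 h compound exposure at 37°C, 5% CO2 | Signal: Fluorescence imaging of beta-catenin antibody stain plus DAPI | Dosing: 5 µM primary, 0.02–20 µM confirmation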
WT yeast gro inh mutant strain: recorded beside WT yeast gro inh, whose call it bears; inhibition, %; mitochondrial fusion phenotypic screen, mutant strain inhibition
Dynein transport cytoplasmic EGFP: second read-out of Dynein transport, no call of its own (marks repeat the call); z-score; measured here: cytoplasmic GR-EGFP intensity; active compounds read high
Dynein transport nuclear GR-EGFP: second read-out of Dynein transport, no call of its own (marks repeat the call); z-score; measured here: nuclear GR-EGFP intensity;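 lower value marks the stronger effect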
Dynein transport cell count: also measured in Dynein transport; calls as there; z-score; measured here: cell count per field
Insulin prom up cell count: also measured in Insulin prom up; calls as there; cell count; measured here: cytotoxicity, nuclei count;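 total cells summed across four imaged fields per well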
b-catenin transl cell count 5 µM: further read-out of b-catenin transl, marked with its call; cell count; measured here: cell count, cytotoxicity flag
MT stabilizer Hoechst-high %: also measured in MT stabilizer; calls as there; % Hoechst-high responders; measured here: nuclear condensation Hoechst responders;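 share of cells brighter than vehicle mean plus two SD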
MT stabilizer cytotoxicity %: recorded beside MT stabilizer, whose call it bears; toxicity, %; measured here: cytotoxicity by cell density;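 0% = mean cell density of plate MIN control wells and 100% = no cells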
Autophagy mod cell loss 18 h: recorded beside Autophagy mod, whose call it bears; toxicity, %; measured here: cell loss, nuclei count;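 cell loss after 18 h compound exposure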
Numbers without * were called inactive; i = inactive; ? = inconclusive; nt = no result given. Cut-off read from the data, not from the text of the source, unless noted: active = inhibition above about 50%; inactive = the rest.

SMILES	Dynein transport	Dynein transport cytoplasmic EGFP	Dynein transport nuclear GR-EGFP	Dynein transport cell count	human PMI inhibition	Autophagy mod	Autophagy mod cell loss 18 h	MT stabilizer	MT stabilizer Hoechst-high %	MT stabilizer cytotoxicity %	human PMI inhibitors	WT yeast gro inh	WT yeast gro inh mutant strain	Insulin prom up	Insulin prom up cell count	Yfh1-depleted yeast	b-catenin transl	b-catenin transl cell count 5 µM
Cc1c(Cc2ccccc2)c(=O)oc2c(O)c(O)ccc12	0.85	-0.24	0.68	-1	78%*	i	9	4.3	2.9	4.5	30µM*	15	-10	-0.4	1359	i	0.9	1409
O=C(O)c1ccc2c(=O)n3cc(C(=O)c4ccccc4O)cc(Cl)c3nc2c1	-1	-0.17	-0.13	-0.62	nt	nt	nt	nt	nt	nt	nt	nt	nt	-0.39	1112	i	1.7	1341
COc1ccc(/C=C/C(=O)NCCSCc2ccco2)cc1OC	-1.4	-0.27	-0.81	1.3	nt	nt	nt	nt	nt	nt	nt	nt	nt	-0.25	1465	i	-0.5	1009
COCCCNCCOCCOc1ccc(C)cc1Br	0.9	-0.2	0.81	-1.5	1%	i	-8	2.0	4.1	12	-7%	-2	12	-0.2	1327	i	-1.8	1156
CCN(CCO)c1ccc(-n2c(N)c(C(=O)OC)c3nc4ccccc4nc32)cc1	0.16	-0.27	-0.35	0.75	0%	i	11	4.3	3.2	2.9	20%	5	23	0.17	1181	i	-5.5	966
CC(NC(=O)/C(C#N)=C/c1ccc(Cl)c([N+](=O)[O-])c1)c1ccccc1 (stereo unspecified)	1.4	-0.07	0.55	-0.86	14%	i	11	3.5	2.5	7.4	2%	76	82	-0.13	1065	i	0.5	924
COc1ccc(-c2[nH]ncc2CN2CCCC(C(=O)c3ccc(OC)cc3OC)C2)cc1 (stereo unspecified)	-1.5	-0.3	-0.66	1.8	3%	i	14	3.1	2.3	1.2	-2%	5	12	-0.28	1374	i	0.5	961
Cc1ccc2[nH]c3c(N4CCN(Cc5ccc6c(c5)OCO6)CC4)ncnc3c2c1	1.1	-0.016	1	-0.31	9%	i	16	5.0	3.1	8.5	-2%	-7	-11	?	nt	nt	2.3	1398
C=C(C)C1Cc2c(C)nn(-c3cccc4cccnc34)c2C1 (stereo unspecified)	0.25	-0.24	0.21	0.093	nt	nt	nt	nt	nt	nt	nt	nt	nt	-0.5	1040	i	0.2	1289
O=C(CSc1oc(-c2ccc(F)cc2)nc1S(=O)(=O)c1ccc(F)cc1)NCC1CCCO1 (stereo unspecified)	-0.97	-0.25	-0.3	-0.13	4%	i	-4	4.2	1.4	5.6	-1%	-8	-4	1.1	1118	i	-0.3	1007
O=C(CSc1nc(-c2ccccc2)nc2ccccc12)Nc1nccs1	-0.92	-0.2	-0.47	0.87	6%	i	4	2.3	3.6	4.6	-3%	6	-4	0.17	1631	i	-0.9	1361
CCCSc1nc(N)nc(-c2cccs2)c1C#N	-0.15	-0.23	-0.68	-0.44	12%	i	13	3.3	3.6	1.5	13%	14	41	0.11	1493	i	1.6	1243
CCN(CC)S(=O)(=O)c1ccc(N2CCOCC2)c(NC(=O)C2CCCC2)c1	0.13	-0.19	0.19	-0.22	8%	i	3	2.4	2.5	9.4	2%	-17	-2	nt	nt	i	-2.1	1131
S=C(Nc1ccccc1Cl)N1CCN(Cc2ccccc2)CC1	-0.31	-0.3	-0.54	0.64	-2%	i	-8	2.8	2.6	4.2	6%	3	-9	0.27	1132	i	0.0	547
O=C(Nc1nc2ccccc2[nH]1)c1ccccc1	-0.29	0.022	-0.067	0.67	15%	i	13	1.3	1.0	9.0	10%	31	18	nt	nt	i	-2.1	1105
CC(C)OC(=O)CSc1nnc(-c2ccc(Cl)cc2Cl)o1	0.32	0.24	-0.0085	0.87	-1%	i	-45	3.3	1.6	9.5	-5%	0	-5	0.7	856	i	-4.0	1182
NS(=O)(=O)c1ccc(NC(=O)CSc2nnc(-c3cnccn3)n2-c2ccccc2)cc1	0.21	-0.15	0.26	-1.2	14%	i	8	5.3	1.8	0.2	8%	15	12	0.81	1202	i	-7.0	1208
COc1cc2c(cc1OC)C(C1C(=O)CCCC1=O)N(C(=O)CCl)CC2 (stereo unspecified)	-0.35	-0.3	-0.4	0.43	-16%	i	2	5.2	1.5	1.3	-11%	-9	-12	0.05	1132	i	-2.9	577
Cn1c(=O)c2c(nc(CN3CCC(C(N)=O)CC3)n2Cc2ccccc2Cl)n(C)c1=O	nt	nt	nt	nt	-7%	nt	nt	nt	nt	nt	8%	nt	nt	0.13	1119	i	-0.2	1133
CCn1c(NC(=S)Nc2ccccc2)nc2ccccc21	-0.53	-0.21	-0.35	0.49	8%	i	-1	1.3	0.9	3.6	5%	17	1	-1.6	1459	i	0.1	1367
COc1ccc(/C=N/Nc2ncccc2[N+](=O)[O-])c(OC)c1	-0.038	-0.35	-0.0024	0.36	0%	i	-1	3.4	2.0	3.4	-1%	3	-7	-0.67	1191	i	0.5	1030
COc1ccc(OC)c(NC(=O)C(C)Oc2ccc(Br)cc2)c1 (stereo unspecified)	-1.6	-0.29	-0.021	0.86	2%	i	9	5.5	1.7	6.6	6%	45	28	-0.01	1547	i	1.3	1029
CCc1ccc(CNc2ccc(N3CCN(C(C)=O)CC3)cc2)cc1	0.4	-0.24	0.36	2.5	14%	i	5	2.2	1.3	0.3	12%	-11	-9	-1.5	1213	i	4.9	1174
Cc1ccccc1NS(=O)(=O)c1cc(OCC(N)=O)c(C)cc1Cl	-1.4	-0.29	-0.64	0.44	10%	i	-21	3.0	2.2	2.4	5%	7	17	0.21	1416	i	1.2	981
COC(CN(C(=O)CCl)C(C(=O)NC1CCCCC1)c1ccccc1C)OC (stereo unspecified)	-1.9	0.05	-1.3	0.46	-14%	i	-2	3.8	4.0	4.0	-15%	1	17	nt	nt	i	1.1	1036
SMILES	Dynein transport	Dynein transport cytoplasmic EGFP	Dynein transport nuclear GR-EGFP	Dynein transport cell count	human PMI inhibition	Autophagy mod	Autophagy mod cell loss 18 h	MT stabilizer	MT stabilizer Hoechst-high %	MT stabilizer cytotoxicity %	human PMI inhibitors	WT yeast gro inh	WT yeast gro inh mutant strain	Insulin prom up	Insulin prom up cell count	Yfh1-depleted yeast	b-catenin transl	b-catenin transl cell count 5 µM
CCOC(=O)c1cnc(-c2ccc(C(F)(F)F)cn2)[nH]c1=O	1.2	-0.23	0.34	-0.63	nt	nt	nt	nt	nt	nt	nt	nt	nt	0.16	1418	i	1.5	1095
O=C1CCC(=O)N1OCCOc1ccc(Cl)c2ccccc12	0.086	-0.28	0.32	0.14	-1%	i	2	6.6	2.8	6.3	-2%	-11	3	0.7	1669	i	-5.7	1109
CC(NC(=O)NC1CCCCC1)C(c1cccs1)N1CCN(c2ccccc2)CC1 (stereo unspecified)	0.7	-0.22	0.4	-0.41	5%	i	10	4.2	3.6	8.3	7%	37	16	0.17	1934	i	-0.7	1147
CCN(C(=O)CN1CCOCC1)C1(C)C(=O)c2ccccc2C1=O	-0.64	-0.27	-0.27	0.11	-28%	i	3	2.4	3.4	2.7	-20%	-3	-3	0.41	1117	i	2.8	458
O=C(N/N=C/c1sc(N2CCCCC2)nc1-c1cccs1)c1cccnc1	0.033	0.33	0.25	-0.12	4%	i	-2	6.6	0.7	18	36%	14	4	0.94	1578	i	0.5	998
O=C(/C=C/c1ccc(Br)cc1)NCc1cccs1	0.57	-0.24	0.37	-0.082	8%	i	5	2.0	1.2	0.3	6%	8	11	0.42	1060	i	0.3	469
CCC(=O)N1CCN(c2cc(C)ccc2C)CC1	-0.96	0.15	-0.18	0.86	11%	i	18	2.1	1.5	6.5	2%	-4	-10	0.59	1067	i	1.5	1131
O=C(NN=C1CCCC1)c1ccccc1OCCOc1ccccc1	-0.68	-0.35	-0.22	1.6	3%	i	5	2.7	1.0	5.6	2%	3	13	0.62	1187	i	-2.2	1116
Nc1ccc(-c2cnc[nH]2)cc1[N+](=O)[O-]	0.4	0.13	0.41	0.25	nt	nt	nt	nt	nt	nt	nt	nt	nt	-0.2	1027	i	0.7	1381
CCc1nnc(NC(=O)CSc2nc3c(c(=O)n2C)SC(C)C3)s1 (stereo unspecified)	1.2	-0.11	0.75	-0.27	1%	i	3	1.8	1.6	1.1	0%	-4	-19	-0.88	1413	i	3.9	1116
COc1ccc(/C=C2\N=C3CCCN3C2=O)cc1	-0.17	-0.81	-0.25	-0.25	nt	nt	nt	nt	nt	nt	nt	nt	nt	-0.64	1040	i	-0.4	1313
C/C=C(\C)CN1CCN(c2ccccc2)CC1	-1	-0.23	-0.77	5.8	-6%	i	-38	3.3	2.1	9.1	-12%	-7	-12	-0.13	1045	i	-3.0	1154
Cc1cc(Nc2ccc(F)c(F)c2)nc(-c2ccccc2O)n1	-0.4	-0.085	-0.56	1.5	nt	nt	nt	nt	nt	nt	nt	nt	nt	0.21	1427	i	0.1	1276
Cc1nc2c(C)cccc2cc1C(=O)N/N=C/c1cccc([N+](=O)[O-])c1	0.52	-0.18	0.38	-0.48	3%	i	41	20*	17*	50*	5%	11	3	0.04	1215	i	0.5	1029
O=C(NC1CC1)c1ccc(S(=O)(=O)NCC2CCCCC2)cc1	0.21	-0.19	0.25	-0.38	-11%	i	4	2.0	2.6	19	1%	2	-7	nt	nt	i	4.8	429
CCOc1ccc(CC(C(N)=O)C(N)=O)cc1	0.46	-0.32	0.31	-0.16	6%	i	6	4.0	1.8	11	10%	0	-2	1.2	1562	i	-0.9	1078

Compounds were not picked by outcome (roughly 5% active in at least one column).
